D3 antag: blocks the human D3 dopamine receptor. max response, negative = inhibition, %. P35462. D3R cells, DiscoveRx beta-arrestin luminescence, antagonist mode; stronger effect = lower value. actives 2.5% (n = 360,000). AID 652054; in the data active = max response below about -50%; inconclusive = no clear call, values can overlap the other calls; note: % is set by controls: 0 for no effect and ±100 for the full control effect; mostly tested at two doses, the higher about 12 µM
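Cells expressing the human receptor were seeded at 1500 cells/well, incubated overnight at 37 degrees C in 5% CO2, then exposed to library compounds with dopamine controls for 90 minutes at 37 degrees C before luminescent detection.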
EPAC2 antagonist: antagonists of human EPAC2; Q8WZA2; EPAC2 GEF exchange of Rap1B-BODIPY-GDP, fluorescence; Potency, µM (doses to about 114 µM), inactives show at the top dose activity, negative = inhibition, most hits filed as inhibitors; actives 0.18% (n = 360,000); note: potency is the fitted concentration of half-maximal effect; % is set by controls: 0 for no effect and ±100 for the full control effect; nearly all actives have a fitted effect of over 45% in size; many of its hits are not listed in these tables
Target sequence (Q8WZA2 whole entry, looked up): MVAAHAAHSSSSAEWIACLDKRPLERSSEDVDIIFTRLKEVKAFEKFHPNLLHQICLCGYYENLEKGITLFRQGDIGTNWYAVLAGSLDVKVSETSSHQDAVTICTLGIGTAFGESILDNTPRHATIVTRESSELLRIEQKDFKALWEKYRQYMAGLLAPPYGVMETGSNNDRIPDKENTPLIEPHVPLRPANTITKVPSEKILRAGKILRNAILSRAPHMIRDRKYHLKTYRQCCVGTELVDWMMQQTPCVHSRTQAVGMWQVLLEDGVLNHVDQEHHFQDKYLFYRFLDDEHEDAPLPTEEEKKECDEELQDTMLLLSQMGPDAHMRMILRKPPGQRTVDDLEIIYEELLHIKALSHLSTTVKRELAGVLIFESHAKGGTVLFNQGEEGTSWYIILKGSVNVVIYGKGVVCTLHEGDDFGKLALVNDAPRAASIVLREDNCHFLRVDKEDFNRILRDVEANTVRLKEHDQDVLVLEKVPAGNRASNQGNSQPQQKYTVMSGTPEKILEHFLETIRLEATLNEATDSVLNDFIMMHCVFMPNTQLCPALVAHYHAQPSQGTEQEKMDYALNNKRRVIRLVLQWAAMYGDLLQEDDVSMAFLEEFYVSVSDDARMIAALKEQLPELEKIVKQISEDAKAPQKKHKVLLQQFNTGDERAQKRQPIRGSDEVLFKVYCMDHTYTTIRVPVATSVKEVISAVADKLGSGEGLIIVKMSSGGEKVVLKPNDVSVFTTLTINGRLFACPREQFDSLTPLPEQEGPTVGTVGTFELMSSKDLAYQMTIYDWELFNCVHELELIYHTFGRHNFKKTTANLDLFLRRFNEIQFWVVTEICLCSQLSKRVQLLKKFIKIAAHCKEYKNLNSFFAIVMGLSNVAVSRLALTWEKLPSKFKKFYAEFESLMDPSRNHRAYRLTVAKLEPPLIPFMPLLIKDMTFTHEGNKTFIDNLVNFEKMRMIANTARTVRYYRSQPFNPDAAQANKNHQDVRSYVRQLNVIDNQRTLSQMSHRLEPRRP
CCT modulator: modulators of cytosolic chaperonin (CCT/TRiC) activity. purified chaperonin ATPase assay, HTRF ADP detection, 30 min. activity change, % (no concentration beside the values), hits read low. actives 0.3% (n = 360,000). AID 651819; in the data active = activity change below about -30%; note: % is set by controls: 0 for no effect and ±100 for the full control effect
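We incubate TRiC, 40 or 20 nM final, with library compounds at 76 uM and 10 uM ATP for 30 min at 37 °C. ADP formed is detected with Transcreener HTRF reagents after 30 min at room temperature.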
MmCpn inh: blocks the Methanococcus maripaludis chaperonin Mm-Cpn. actives 0.031% (n = 330,000). Potency, µM (top dose mostly 76.9 µM), inactives show top-dose activity, negative = inhibition, actives largely listed as inhibitors. AID 504842. purified Mm-Cpn ATPase, ADP Transcreener TR-FRET; note: potency is the fitted concentration of half-maximal effect; % is set by controls: 0 for no effect and ±100 for the full control effect; nearly all actives have a fitted effect of over 80% in size
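25 nM Mm-CPN + cpd, 10 min 37°C; + 10 uM ATP, 30 min 37°C; buffer 30 mM Tris pH 7.4, 100 mM KCl, 5 mM MgCl2, 1 mM DTT; Transcreener ADP HTRF detection 30 min RT.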
EPAC2 ag: agonists of human EPAC2 (RAPGEF4); Potency, µM (doses to about 154 µM), inactives show at the top dose activation, usual class: activators; Q8WZA2; actives 0.079% (n = 360,000); AID 720711; EPAC2 activation, biochemical qHTS; response scale: 100% = 6.5 mM cAMP response; note: potency is the fitted concentration of half-maximal effect; nearly all actives have a fitted effect of over 50% in size
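Each well held 100 nM EPAC2, 250 nM RAP1B-BODIPY-GDP and 50 uM GDP. Fluorescence, read at 5-min intervals to 30 min, was referenced to a 6.5 mM cAMP positive control.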
pAkt inh: inhibitors of Akt phosphorylation; Neuro2A IGF-stimulated pAkt S473 HTRF, 20 min; stronger effect = lower value; activity change, % for hits at 50 µM; actives 0.32% (n = 360,000); AID 651550; in the data active = activity change below about -80%; inconclusive = mostly about -51% to -80%; note: % is set by controls: 0 for no effect and ±100 for the full control effect
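Single-point screen (50 µM final compound) in Neuro2A cells stimulated 20 min with 6 nM IGF at 37 deg C. After lysis, Ser473-phosphorylated Akt read by HTRF (ex 330 nm, em 615/665 nm) as the 665/615 ratio.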
D3 ag: D3 dopamine receptor (human) agonism | D3R DiscoveRx beta-arrestin cells, luminescence, 90 min | P35462 | max activation, % | actives 0.58% (n = 410,000); in the data active = max activation above about 30%; note: 0% is about no effect; mostly tested at two doses, the higher about 12 µM
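Cells at 1500/well, incubated overnight, then treated with pinned compounds (dopamine as control) for 90 min at 37 degrees C. DiscoveRx reagent added for 30 - 60 minutes at room temperature; luminescence read.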
PTHR1 agonist: activates the human parathyroid hormone receptor PTHR1 | actives 0.075% (n = 410,000) | Potency, µM (top dose mostly 115 µM), without a hit: top-dose activation, usual class: activators | AID 743266 | HEK293 GP2 PTHR1 cells, GloSensor cAMP luminescence, 1 h; note: potency is the fitted concentration of half-maximal effect; nearly all actives have a fitted effect of over 55% in size; some results filed as inactive show a strong effect at the top dose; inactives centre near -15; many of its hits are not listed in these tables
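HEK-293-derived GP2 cells expressing PTHR1 and a GloSensor cAMP reporter, 3,000/well, plated overnight, given luciferin plus IBMX (each 0.5 mM as added) for 1 h at 37 °C, then compound for 1 h at 37 °C. Luminescence was read after 15 min at room temperature.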
An asterisk follows results filed as active; i = inactive; ? = inconclusive; . = no result given; & = joins results of further samples; [ ] = dose if it differs, or a comment. Unless noted, calls come from the whole dose curve; as a rule, active = well fitted curve in the direction sought with a large enough effect; inconclusive = small, poorly fitted or top-dose-only effect, or another doubt; inactive = no such curve, though single readings can be large; an effect the other way counts as inactive or inconclusive. Not all compounds are listed. The share of hits here may be higher or lower than overall.

SMILES	D3 antag	EPAC2 antagonist	CCT modulator	MmCpn inh	EPAC2 ag	pAkt inh	D3 ag	PTHR1 agonist
Cc1nc(SCC(=O)NCc2ccco2)c2oc3ccccc3c2n1	39	14%[57.1 µM]	0.7	-2%	-10%	i	4	i
Cc1ccc(S(=O)(=O)N2CCN(C(=O)c3n[nH]c4ccccc34)CC2)cc1	-16	1%	-1.7	0%	13%	i	0	-15%
COc1ccccc1NS(=O)(=O)c1ccc2oc(SC3CCOC3=O)nc2c1 (stereo not given)	-16	-11%	2.9	-6%	0%[15.6 µM]	.	1	-4%[57.5 µM]
CCCCOc1ccc(-c2ncc(Cl)cn2)cc1	?	18%	1.8	0%	7%	i	5	-9%[57.5 µM]
CCOc1ccc(CCNC(=O)COC(=O)c2cccnc2Cl)cc1OCC	5	-10%	-0.6	1%	-8%	i	-3	i
COc1ccc(OC)c(S(=O)(=O)N2CCN(C(=O)CCc3ccccc3)CC2)c1	-19	-2%	-0.7	.	3%	i	-7	i
COC(=O)[C@@]12C[C@@H](CC(=O)NCCC(C)C)C(=O)N(Cc3ccc4c(c3)OCO4)C1=CCC(C)(C)C2	-13	?	.	.	-9%	i	-13	-29%
O=C(O)c1ccccc1N/C=C\[N+](=O)[O-]	19	17%	1.6	2%	-2%	i	6	i
Cc1nc(Nc2ccc(S(N)(=O)=O)cc2)sc1-c1ccccc1	-7	-8%	-0.8	-14%	20%	i	6	-13%
Cc1ccc(C(=O)OCC(=O)c2ccc(Cl)s2)s1	14	-5%	-7.1	?	7%	i	2	-11%[57.5 µM]
COc1ccc(C(=O)N/C(=C\c2ccc(SC)cc2)C(=O)NCCCn2ccnc2)cc1OC	-18	-2%	-3.4	3%	1%	i	-3	-5%
Cc1ccccc1NC(=O)Cn1nnc(C(=O)NCc2ccco2)c1N	-4	-13%[57.1 µM]	-2.0	2%	3%	i	4&1	-11%
CCOC(=O)N1CCC(NS(=O)(=O)c2ccccc2)CC1	9	-1%	-2.1	-3%	7%	i	3	i
Cc1ccc(NC(=O)c2ccc(S(=O)(=O)NCc3cccnc3)cc2)c(C)c1	13	-1%	-4.0	?	8%	i	-18	i
O=C(Nc1nc(-c2cccc([N+](=O)[O-])c2)cs1)c1cccc([N+](=O)[O-])c1C(=O)O	-17	-9%	-2.9	4%	9%	i	-5	i
CCCc1nnc(NC(=O)c2ccc(N3C(=O)C4C5C=CC(C5)C4C3=O)cc2)s1 (stereo not given)	3	1%	-1.6	-3%	4%	i	5	-4%[57.5 µM]
Cc1nc(NC(=O)/C=C/c2ccccc2)sc1C(=O)Nc1ccc(Cl)cc1	2	1%	2.1	3%	1%	i	2	-4%[57.5 µM]
Cc1ccc(NS(=O)(=O)c2cc(C(=O)N3CCN(CCO)CC3)ccc2C)cc1	1	-4%	-1.9	-5%	3%	i	1	-14%
Cc1ccccc1CS(=O)(=O)Cc1ccc(C(=O)N2CCOCC2)o1	14	10%	-1.7	-1%	-4%	i	8	i
COc1ccc(C)cc1NC(=O)CSc1ccc(-c2cccnc2)nn1	15	-8%	-2.4	-2%	4%	i	0	i
O=C(CSc1ccc(-c2ccco2)nn1)NCc1ccc2c(c1)OCO2	4	-6%	-1.6	-6%	21%	i	-2	i
Cc1ccc(C(=O)CCC(=O)Nc2ccc(C)cn2)cc1	2	8%	3.3	-2%	3%	i	3	i
COc1ccc(N2CCCC2)c(NC(=O)c2ccc(Br)o2)c1	6	?	-2.6	-2%	7%	i	14	i
CCn1cc(CNC(=O)c2cc(-c3cc(OC)ccc3OC)nc3ccccc23)c(C)n1	34	8%	0.2	0%	-7%	i	2	-12%
O=C(Nc1ccc(S(=O)(=O)NCc2ccccc2)cc1)Nc1ccc2c(c1)OCO2	?	-3%	-1.7	0%	-9%	i	-12	-5%
CCCc1cnc(N2CCN(S(=O)(=O)c3cccs3)CC2)nc1	-5	-1%	-0.8	-1%	4%	i	6	i
CC(C)(C)NC(=O)C(c1cccnc1)N(C(=O)c1csnn1)c1ccccc1 (stereo not given)	-6	0%	-2.6	1%	4%	i	1	8%
Cc1cc2n(n1)SC(Nc1ccccc1)N2 (stereo not given)	8	3%	-5.3	-1%	-9%	i	6	-3%[57.5 µM]
O=C(NC1CCCCC1)NC1CCN(S(=O)(=O)Cc2ccccc2)CC1	?	-1%	-2.0	1%	2%	i	1	-20%[57.5 µM]
CCCNC(=O)N1CCCC(C(=O)c2cccc(Cl)c2)C1 (stereo not given)	0	-4%	-2.6	2%	6%	i	-4	-40%[inhibitor]
Fc1ccc(COc2ccccc2C(=S)N2CCCC2)cc1	3	-13%	-1.7	-2%	6%	i	12	-13%
COc1ccccc1C(=O)NNC(=O)c1ccc(Br)cc1	-4	5%	-8.0	-1%	7%	i	0	-29%
CCOC(=O)/C(C#N)=C/c1cc2ccc(C)cc2nc1Cl	-8	-10%	-4.0	?	14%	i	2	-18%
CC(C)c1ccc(-c2nnn(CC(=O)N3CCCCC3)n2)cc1	-7	1%	-5.8	0%	4%	i	-2	-23%
Cc1ccc2nc(SCC(=O)Nc3cccc(S(N)(=O)=O)c3)[nH]c2c1	2	-4%	-4.6	0%	9%	i	2	1%
O=C(CN1CCN(Cc2ccccc2)CC1)Nc1ccc(Cl)cn1	?	2%	-4.7	0%	12%	i	-8	-7%[57.5 µM]
CCOC(=O)c1cnn(-c2nc(OCC)cc(OCC)n2)c1C	11	1%	-2.1	1%	7%	i	-4	-17%
CCC(C)NC(=O)Cn1cnc2sc(C)cc2c1=O (stereo not given)	?	-13%	-2.6	-4%	4%	i	3	-14%
O=C(c1ccc(F)c(S(=O)(=O)N2CCOCC2)c1)N1CCN(c2ccc(F)cc2)CC1	1	-2%	-3.1	1%	2%	i	1	-13%
Cc1ccc(CSc2nc3ccsc3c(=O)n2Cc2ccccn2)cc1	0	-2%	-8.4	0%	9%	i	-1	-17%
O=C(CCn1cnc2ccccc21)N/N=C/c1ccccc1O	15	-6%	-1.3	0%	13%	i	13	-4%
CC(=NCCN1CCN(C(=S)Nc2ccccc2)CC1)C1=C(O)CC(C)(C)CC1=O	14	3%	0.9	1%	7%	i	-8	-6%
COc1ccc(Nc2ncnc3ccc(C)cc23)cc1	26	-5%	-2.9	0%	-5%	i	1	-6%
COc1cc(C(CC(=O)N2CCN(c3ccccc3)CC2)c2c(OC)cc(OC)c3ccc(=O)oc23)cc(OC)c1OC (stereo not given)	-8	-8%	-0.3	0%	17%	i	-14	13%
CC1(C(=O)NS(=O)(=O)c2cccs2)CCN1C(=O)Cc1ccccc1 (stereo not given)	10	13%	-1.5	.	8%	i	4	-7%
CCNC(=S)NNC(=O)c1cc(C)on1	13	10%	-0.8	1%	3%	i	-7	0%[57.5 µM]
COCCCN1C(=O)c2ccc(C(=O)Nc3ccc(C)cc3C)cc2C1=O	5	-5%	1.1	1%	-3%	i	2	i
CCOC(=O)/C(=C/c1c2ccccc2cc2ccccc12)NC(=O)c1ccccc1	-6	-3%	0.3	1%	13%	i	1	-4%[57.5 µM]
CSc1ccc(CCNC(=O)C2CCCN(S(=O)(=O)N3CCOCC3)C2)cc1 (stereo not given)	9	0%	0.1	2%	6%	i	-4	-3%
CCn1c(=O)c(=O)[nH]c2cc(C(=O)NCc3ccc(F)cc3)ccc21	-2	18%	-3.0	-2%	4%	i	2	i
Cc1cccc(NC(=O)Nc2ccc(S(N)(=O)=O)cc2)c1	7	-8%	-1.1	2%	4%	i	3	i
CCCCCCCN1C(Nc2ccccc2)=NC[C@@H]1CC(C)C	-1	-3%	-0.7	1%	8%	i	-62	0%
Nc1c(N(CCC2=CCCCC2)C(=O)COc2ccc(F)cc2)c(=O)[nH]c(=O)n1Cc1ccccc1	0	21%	1.6	1%	-9%	i	-10	-16%
CCC1Oc2ccc(C)cc2N(CC(=O)N(Cc2ccc(C)o2)C2CCCC2)C1=O (stereo not given)	?	-13%	2.1	1%	0%	i	-6	-4%
Cc1ccc(C)c(OCCN2C(=O)NC3(CCc4ccccc4C3)C2=O)c1 (stereo not given)	4	-11%	3.0	-9%	-2%	i	1	-23%
CC1CCN(c2cc(N3CCOCC3)c(F)cc2[N+](=O)[O-])CC1	-27	-2%	1.0	2%	3%	i	0	-1%
COc1ccc(C=C(NC(=O)c2ccccc2)C(=O)O)cc1OC	12	6%	-1.7	.	-1%	i	6	i
C/C(N)=C(/C#N)C(=O)COC(=O)c1cc(S(=O)(=O)N2CCCCC2)ccc1C	2	4%	0.7	0%	4%	i	6	-96%[inhibitor]
Cc1cc(C)nc(NC(=O)c2ccccc2O)n1	13	4%	2.6	-3%	0%	i	3	-14%
Cc1ccc(NC(=O)C2(c3ccc([N+](=O)[O-])cc3)CCCC2)cc1	9	-15%	0.7	0%	3%	i	1	-36%[inhibitor]

(continued)
SMILES	D3 antag	EPAC2 antagonist	CCT modulator	MmCpn inh	EPAC2 ag	pAkt inh	D3 ag	PTHR1 agonist
NC1=NC(=O)CC(C(=O)NCCc2ccccc2)S1 (stereo not given)	23	1%	-1.2	1%	3%	i	5	-5%
CCC(C(=O)Nc1nnc(-c2ccco2)s1)c1ccccc1 (stereo not given)	15	0%	0.1	-15%	3%	i	5	i
CCCn1c(N)c(C(=O)CN2CCN(S(=O)(=O)c3cccs3)CC2)c(=O)[nH]c1=O	-26	3%	-0.3	2%	-2%	i	0	i
Cc1ccc(C)c(NC(=O)CSc2nnc(-c3n[nH]c4ccccc34)o2)c1	0	6%	0.2	-1%	-10%	i	-3	-36%[inhibitor]
CC(=O)N1CCN(C(=O)c2cccc(S(=O)(=O)N3CCN(c4ccc(F)cc4)CC3)c2)CC1	8	17%	-0.4	-2%	0%	i	2	i

Structures shown so far that contain a COOH group (three):
SMILES	D3 antag	EPAC2 antagonist	CCT modulator	MmCpn inh	EPAC2 ag	pAkt inh	D3 ag	PTHR1 agonist
O=C(O)c1ccccc1N/C=C\[N+](=O)[O-]	19	17%	1.6	2%	-2%	i	6	i
O=C(Nc1nc(-c2cccc([N+](=O)[O-])c2)cs1)c1cccc([N+](=O)[O-])c1C(=O)O	-17	-9%	-2.9	4%	9%	i	-5	i
COc1ccc(C=C(NC(=O)c2ccccc2)C(=O)O)cc1OC	12	6%	-1.7	.	-1%	i	6	i

Compound activity from PubChem BioAssay.
